Bioassay records from PubChem.
Pol beta inh: blocks human DNA polymerase beta activity; P06746; Pol beta primer extension/strand displacement, fluorescence kinetic; Potency, µM (titrated, usually from 114 µM), for inactives: top-dose activity change, negative = inhibition, most hits filed as inhibitors; hit rate 1.3% among 340,000; AID 485314; further: potency means the concentration at half of the fitted maximal effect; on the % scale 0 is the no-effect control and ±100 the full control effect
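Preincubation: enzyme (10 nM) with compound, 15 min, RT. Reaction: substrate added to 50 nM final. Reads: 0 and 10 min. Analysis: normalized, Hill fit.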
APEX1 inh: inhibitors of human APE1 endonuclease; hit rate 0.35% among 350,000; recombinant APE1, TAMRA/BHQ-2 abasic DNA cleavage fluorescence; P27695; Potency, µM (top dose mostly 65.8 µM), for inactives: at the highest dose activity change, negative = inhibition, usual class: inhibitors; AID 2517;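 further: potency means the concentration at half of the fitted maximal effect; plate controls were vehicle for no effect and reference inhibitor for full effect; nearly all actives have a fitted effect of over 55% in size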
Target sequence (P27695 whole entry, looked up): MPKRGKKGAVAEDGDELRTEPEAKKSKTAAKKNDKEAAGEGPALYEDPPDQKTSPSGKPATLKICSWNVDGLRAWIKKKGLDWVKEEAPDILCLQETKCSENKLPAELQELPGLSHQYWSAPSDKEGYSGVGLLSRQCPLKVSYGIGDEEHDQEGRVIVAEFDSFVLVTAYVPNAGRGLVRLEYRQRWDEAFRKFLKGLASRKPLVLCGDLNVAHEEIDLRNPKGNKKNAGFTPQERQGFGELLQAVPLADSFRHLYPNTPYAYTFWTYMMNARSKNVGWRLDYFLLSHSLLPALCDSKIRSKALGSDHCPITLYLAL
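APE1 at 0.75 nM preincubated 15 min at room temperature with compound. Reaction then started with 50 nM double-stranded THF-abasic substrate labelled with TAMRA/BHQ-2, and 525/598 nm fluorescence read kinetically. Activity taken as third-minus-first read difference, normalized to DMSO and NSC13755 controls.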
POLK inh: inhibitors of human DNA polymerase kappa; Q9UBT6; purified Pol kappa, fluorescent DNA synthesis assay, 10 min; Potency, µM (series often up to 107 µM), for the others: at the highest dose activity, negative = inhibition, usual class: inhibitors; hit rate 0.53% among 400,000; further: potency means the concentration at half of the fitted maximal effect; on the % scale 0 is the no-effect control and ±100 the full control effect
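50 nM final substrate added after 15 min RT preincubation of 10 nM Pol kappa with compound; fluorescence read at 0 and 10 min.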
POLH inh: blocks human DNA polymerase eta activity | Potency, µM (series often up to 114 µM), without a hit: at the top dose activity change, negative = inhibition, most hits filed as inhibitors | recombinant Pol eta, fluorescent DNA replication assay | hit rate 1.2% among 390,000 | Q9Y253; further: potency means the concentration at half of the fitted maximal effect; on the % scale 0 is the no-effect control and ±100 the full control effect
Target sequence (Q9Y253 whole entry, looked up): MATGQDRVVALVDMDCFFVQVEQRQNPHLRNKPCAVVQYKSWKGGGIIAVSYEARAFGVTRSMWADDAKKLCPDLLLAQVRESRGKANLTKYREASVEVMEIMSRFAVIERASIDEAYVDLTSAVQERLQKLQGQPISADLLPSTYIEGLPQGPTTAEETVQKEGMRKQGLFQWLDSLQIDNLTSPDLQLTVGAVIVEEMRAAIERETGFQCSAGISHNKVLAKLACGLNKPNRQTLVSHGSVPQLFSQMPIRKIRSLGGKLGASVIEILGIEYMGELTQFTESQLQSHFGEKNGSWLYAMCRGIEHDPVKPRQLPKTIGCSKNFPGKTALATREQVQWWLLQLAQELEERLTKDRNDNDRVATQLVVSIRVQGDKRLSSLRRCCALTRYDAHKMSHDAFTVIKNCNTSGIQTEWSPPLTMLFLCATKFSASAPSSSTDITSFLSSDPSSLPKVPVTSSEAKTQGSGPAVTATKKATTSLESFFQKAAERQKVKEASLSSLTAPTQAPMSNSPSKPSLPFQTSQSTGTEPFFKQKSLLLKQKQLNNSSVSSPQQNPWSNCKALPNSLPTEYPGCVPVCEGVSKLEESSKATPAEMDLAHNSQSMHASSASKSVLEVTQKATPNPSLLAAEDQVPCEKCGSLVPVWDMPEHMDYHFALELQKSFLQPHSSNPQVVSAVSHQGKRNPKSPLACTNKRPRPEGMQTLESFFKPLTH
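Pol eta at 10 nM preincubated with compounds 15 min at room temperature; reaction started with fluorescent substrate (50 nM final) and read kinetically at 0 and 10 min.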
LDHA block: inhibitors of human lactate dehydrogenase A; P00338; purified LDHA, NADH/diaphorase-resazurin fluorescence; stronger effect = lower value; activity change, % (values are at about 110 or 230 µM); hit rate 0.15% among 480,000; in the data active means activity change below about -30%; inconclusive means mostly about -25% to -30%;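 further: plate controls were DMSO wells for no effect and wells without enzyme for full effect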
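Enzyme activity of human lactate dehydrogenase 5 (2 nM; 0.06 mM NADH, 0.2 mM pyruvate, 5 min, RT) is measured via a resazurin/diaphorase fluorescence readout of residual NADH.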
ERG-DNA inh: blocks human ERG Ets domain binding to DNA; P11308; fluorescence polarization, His-ERG Ets domain / labelled DNA; Potency, µM (titrated, usually from 76.9 µM), without a hit: at the top dose FP activity, negative = inhibition, hits mostly inhibitors; hit rate 0.028% among 370,000; AID 624246; active means well fitted inhibition curve with a large enough effect in the polarisation, with a control signal flat; inconclusive means small, poorly fitted or top-dose-only effect, or effect the other way, or a change in a side signal; inactive means no such curve, though single readings can be large or run the other way; the % refers to the polarisation;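 further: polarization taken with two DNA probes labelled with fluorescein and Texas red; potency means the concentration at half of the fitted maximal effect; % of control where 0% means no effect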
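His-tagged ERG Ets domain (1 uM in the protein solution; 300mM KCl, 50mM Tris-HCl, 1mM EDTA, 1mM DTT, pH 7.5) received compound, then a probe mix of 5 nM fluorescein-DNA and 100nM Texas-615-DNA. Fluorescence polarization was read for both dyes.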
ALOX12 inh: ALOX12 (human) lipoxygenase inhibition | P18054 | purified 12hLO, xylenol orange hydroperoxide absorbance | Potency, µM (titrated, usually from 108 µM), inactives show top-dose activity change, negative = inhibition, hits mostly inhibitors | hit rate 1.1% among 580,000 | AID 1671190; further: potency means the concentration at half of the fitted maximal effect; on the % scale 0 is the no-effect control and ±100 the full control effect
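Purified human 12hLO (150 nM final) in 25 mM Hepes, 0.01% Triton X-100, pH 7.0 was preincubated 15 min at room temperature with compound. Then 40 uM arachidonic acid was added, 30 min. Hydroperoxide was read by Fe-XO absorbance ratio 573/405 nm.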
RGS4 inh: inhibitors of human regulator of G protein signaling 4; P49798; Transcreener GDP fluorescence polarization, RGS4-accelerated GTP hydrolysis; Potency, µM (titrated, usually from 114 µM), inactives show at the highest dose activity change, negative = inhibition, usual class: inhibitors; hit rate 0.039% among 390,000; further: potency means the concentration at half of the fitted maximal effect; on the % scale 0 is the no-effect control and ±100 the full control effect; nearly all actives have a fitted effect of over 75% in size; some results filed as inactive show a strong effect at the top dose
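MLSMR compounds (23 nl, pin-transferred) preincubated 10 min at room temperature with a 500nM (2x) first reagent, then RGS4 at 900nM (2x) plus Transcreener GDP mix added; fluorescence polarization (620/688 nm) read before and after 90 min at 30 °C.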
Anesthetic bind: binds horse apoferritin like a general anesthetic; P02791; apoferritin/1-aminoanthracene competitive binding, fluorescence; Potency, µM (series often up to 77.5 µM), without a hit: top-dose activity change, negative = displacement, hits mostly inhibitors; hit rate 0.074% among 350,000; further: potency means the concentration at half of the fitted maximal effect; on the % scale 0 is the no-effect control and ±100 the full control effect; nearly all actives have a fitted effect of over 20% in size
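Probe: 1-aminoanthracene (50% saturated, PBS). Protein: horse-spleen apoferritin, 10 uM. Incubation: 10 min, room temperature. Detection: 380 nm excitation, 535 nm emission. Analysis: normalized response, four-parameter Hill.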
* = called active by the depositor; & = joins results of further samples; [ ] = another dose, or the depositor's remark. Unless noted, the call rests on the fitted dose curve; in most records, active means well fitted curve in the direction sought with a large enough effect; inconclusive means small, poorly fitted or top-dose-only effect, or another doubt; inactive means no such curve, though single readings can be large; an effect the other way counts as inactive or inconclusive. An excerpt; rates above refer to the full screens.

For Cc1ccc(S(=O)(=O)Nc2cc(=O)[nH]c(SCC(=O)Nc3cccc(C)c3)n2)cc1 the results were Pol beta inh -2%, APEX1 inh -6%, POLK inh inconclusive, POLH inh 1%, LDHA block -19, ERG-DNA inh -2%, ALOX12 inh 0%, RGS4 inh -8% and Anesthetic bind inconclusive.
`COCCOC(=O)c1c(NC(=O)COC(=O)c2ccc(C)o2)sc(C(N)=O)c1C` gave APEX1 inh -39%, POLK inh -3%, POLH inh 0%, LDHA block -6, ERG-DNA inh -4%, ALOX12 inh -8% and RGS4 inh 21%.
Screening COc1ccc(OC)c(S(=O)(=O)N2CCN(c3ccccc3)CC2)c1 returned Pol beta inh 17%, APEX1 inh 0%, POLK inh -4%, POLH inh -9%, LDHA block -2, ERG-DNA inh 0%, ALOX12 inh 0%, RGS4 inh 18% and Anesthetic bind -4%.
CCN(c1ccccc1)S(=O)(=O)c1nnc(NC(=O)C(C)(C)C)s1 was read as Pol beta inh 4%&27%, APEX1 inh 16%, POLK inh -11%&5%, POLH inh -16%&-6%, LDHA block -3&-4, ERG-DNA inh -23%&-5%, ALOX12 inh 0%&5%, RGS4 inh 48%&10% and Anesthetic bind -1%&-5%.
Screening CC(=O)N(C)c1cccc([N+](=O)[O-])c1 returned Pol beta inh 23%, APEX1 inh inconclusive, POLK inh -1%, POLH inh -14%, LDHA block -2, ERG-DNA inh -2%, ALOX12 inh -9%, RGS4 inh 14% and Anesthetic bind 3%.
Screening CSc1ccc(-c2nc3cnccn3c2Nc2ccc3c(c2)OCO3)cc1 returned Pol beta inh -3%, APEX1 inh -7%, POLK inh -11%, POLH inh -20%, LDHA block 3, ERG-DNA inh -6%, RGS4 inh 9%[11.4 µM] and Anesthetic bind 3%.
COc1cc(C(=O)Nc2ccc(OCc3cc(=O)n4cc(C)sc4n3)cc2)cc(OC)c1OC was read as Pol beta inh 0%, POLK inh -1%, POLH inh -14%, LDHA block 0, ERG-DNA inh 2%, ALOX12 inh -6%, RGS4 inh 7% and Anesthetic bind -8%.
Screening C#CCOCCOCCOCCNc1nc(N2CCN(C(=O)[C@H]([C@@H](C)CC)n3cc(CCCN=C(N)N)nn3)CC2)nc(N2CCN(C(=O)[C@H](C)n3cc(CCCN=C(N)N)nn3)CC2)n1 returned Pol beta inh -5%, APEX1 inh -5%, POLK inh -12%, POLH inh -16%, LDHA block 1, ERG-DNA inh -3%, RGS4 inh 12% and Anesthetic bind -14%.
Screening Cc1ccc(OCC(=O)NNC(=S)NC(=O)C(C)(C)C)c(Br)c1 returned Pol beta inh -1%, APEX1 inh 0%, POLK inh -24%, POLH inh 5%, LDHA block 0, ERG-DNA inh -2%, ALOX12 inh inconclusive, RGS4 inh -44% and Anesthetic bind -10%.
For c1ccc(-c2csc(Cc3nnc4n3CCCCC4)n2)cc1 the results were Pol beta inh 25%, APEX1 inh -3%, POLK inh -10%, POLH inh 8%, LDHA block -7, ERG-DNA inh 4%, ALOX12 inh 0%, RGS4 inh -22% and Anesthetic bind -16%.

Overlap with the part before: 3 compounds, followed by the next part.
Screening C#CCOCCOCCOCCNc1nc(N2CCN(C(=O)[C@H]([C@@H](C)CC)n3cc(CCCN=C(N)N)nn3)CC2)nc(N2CCN(C(=O)[C@H](C)n3cc(CCCN=C(N)N)nn3)CC2)n1 returned Pol beta inh -5%, APEX1 inh -5%, POLK inh -12%, POLH inh -16%, LDHA block 1, ERG-DNA inh -3%, RGS4 inh 12% and Anesthetic bind -14%.
Screening Cc1ccc(OCC(=O)NNC(=S)NC(=O)C(C)(C)C)c(Br)c1 returned Pol beta inh -1%, APEX1 inh 0%, POLK inh -24%, POLH inh 5%, LDHA block 0, ERG-DNA inh -2%, ALOX12 inh inconclusive, RGS4 inh -44% and Anesthetic bind -10%.
For c1ccc(-c2csc(Cc3nnc4n3CCCCC4)n2)cc1 the results were Pol beta inh 25%, APEX1 inh -3%, POLK inh -10%, POLH inh 8%, LDHA block -7, ERG-DNA inh 4%, ALOX12 inh 0%, RGS4 inh -22% and Anesthetic bind -16%.
Cc1cc(C)c2oc(C(=O)N3CCN(Cc4ccccc4)CC3)cc(=O)c2c1 was read as Pol beta inh 0%, APEX1 inh 21%, POLK inh -2%, POLH inh -21%, LDHA block -1, ERG-DNA inh -9%, ALOX12 inh 9%, RGS4 inh 2% and Anesthetic bind -10%.
COc1ccccc1C(=O)NCC(=O)NCCc1ccc(Cl)cc1 was read as Pol beta inh 3%, APEX1 inh 23%[12.4 µM], POLK inh -14%, POLH inh -9%, LDHA block -6, ERG-DNA inh -1%, ALOX12 inh -16%, RGS4 inh 15% and Anesthetic bind -11%.
`CN(C)n1cccc1/C=C(\C#N)S(=O)(=O)c1cccc(Cl)c1` gave Pol beta inh 26%, APEX1 inh -3%, POLK inh 1%, POLH inh -4%, LDHA block -9, ERG-DNA inh 0%, ALOX12 inh -19%, RGS4 inh -5% and Anesthetic bind -1%.
Screening COC(=O)c1ccc(/C=C/c2c(-c3ccc(OC)cc3)oc3ccc(N4CCOCC4)cc23)cc1 returned Pol beta inh 1%, APEX1 inh 33%, POLK inh -11%, POLH inh -12%, LDHA block -2, ERG-DNA inh -1%, ALOX12 inh -22%, RGS4 inh 1% and Anesthetic bind 64%[activator].
For CCOc1ccc(C(C(=O)NC2CCCC2)N(C(=O)CNC(=O)c2ccco2)c2cccnc2)cc1 (stereo not given) the results were Pol beta inh 10%, APEX1 inh 76%, POLK inh 8%, POLH inh -11%, LDHA block -7, ERG-DNA inh -7%, ALOX12 inh -4%, RGS4 inh 4% and Anesthetic bind 5%.
Screening O=C(CSc1nnnn1-c1ccccc1F)Nc1nc2ccccc2s1 returned Pol beta inh 1%, APEX1 inh 0%, POLK inh -6%, POLH inh -3%, LDHA block -3, ALOX12 inh -19%, RGS4 inh -7% and Anesthetic bind -10%.
For Cc1c(N(C)S(=O)(=O)c2ccc(Cl)c(C(=O)NCC3CCCO3)c2)c(=O)n(-c2ccccc2)n1C (stereo not given) the results were POLK inh 6%, POLH inh -7%, LDHA block 0, ERG-DNA inh -1%, ALOX12 inh -6% and RGS4 inh -19%.
`CCc1ccc([C@@H]2CC=C(C(=O)O)[C@H](c3cccc(Cl)c3)N2S(=O)(=O)c2ccc(C)cc2)cc1` gave APEX1 inh 34%, POLK inh -24%, POLH inh inconclusive, LDHA block -3, ERG-DNA inh -4%, ALOX12 inh inconclusive and RGS4 inh -13%.
`Cc1ccc(Cn2c(CNC(=O)c3cccc(C)c3)nc3ccccc32)cc1` gave Pol beta inh 22%, POLK inh 5%, POLH inh -8%, LDHA block -3, ERG-DNA inh -1%, ALOX12 inh -21%, RGS4 inh -6% and Anesthetic bind -10%.
For COc1cc(C(=O)OC2CCOC2=O)cc(Cl)c1OC (stereo not given) the results were Pol beta inh 14%, APEX1 inh -8%, POLK inh -19%, POLH inh -2%, LDHA block -3, ERG-DNA inh -2%, ALOX12 inh -4%, RGS4 inh 13% and Anesthetic bind -10%.
Screening O=c1[nH]cccc1-c1nc2cc(Cl)ccc2n1Cc1ccccc1 returned Pol beta inh 26%, APEX1 inh 11%, POLK inh -5%[60.1 µM], POLH inh -3%, LDHA block -19, ERG-DNA inh -10%, ALOX12 inh inconclusive, RGS4 inh 9% and Anesthetic bind -13%.
Cc1ccc(OCc2cc(C(=O)NCc3cc(F)ccc3C)no2)cn1 was read as Pol beta inh 6%, APEX1 inh 14%, POLK inh 1%, POLH inh -3%, LDHA block -1, ERG-DNA inh -10%, ALOX12 inh 8%, RGS4 inh 0%[56.9 µM] and Anesthetic bind inconclusive.
Screening COc1ccccc1NC(=S)NC(=O)c1c(-c2ccccc2Cl)noc1C returned Pol beta inh inconclusive, APEX1 inh 3%, POLK inh -8%, POLH inh -25%, LDHA block -4, ERG-DNA inh 4%, ALOX12 inh inconclusive, RGS4 inh -21% and Anesthetic bind -4%.
`Cc1ccc(S(=O)(=O)c2[nH]c(-c3ccccc3)nc2SC(C)C(=O)O)cc1` (stereo not given) gave Pol beta inh 1%, POLK inh -29%, POLH inh -16%, LDHA block -20, ERG-DNA inh 0%, ALOX12 inh 0%, RGS4 inh 15% and Anesthetic bind 5%.
For CCOC(=O)C1C(=O)CC(C)(O)C(C(=O)OCC)C1c1ccc(Br)cc1 (stereo not given) the results were Pol beta inh -2%, APEX1 inh -1%, POLK inh -1%, POLH inh -18%, LDHA block -4, ERG-DNA inh -10%, ALOX12 inh inactive, RGS4 inh 1% and Anesthetic bind -8%.
Screening Cc1ccc(NCc2ccccc2-c2nnc(-c3ccccc3Cl)o2)cc1Cl returned Pol beta inh 2%, POLK inh -12%, POLH inh 1%, LDHA block -9, ERG-DNA inh -2%, ALOX12 inh inconclusive, RGS4 inh 25% and Anesthetic bind -2%.
